ALDH1A1 inh: blocks purified human ALDH1A1 activity. hit rate 7.3% among 220,000. Purified ALDH1A1, NADH fluorescence, propionaldehyde substrate. Potency, µM (highest dose often 75.3 µM), inactives show at the highest dose activity, negative = inhibition, usual class: inhibitors; active means well fitted inhibition curve with a large enough effect, not every such curve was filed as active; inconclusive means small, poorly fitted or top-dose-only effect, or another doubt; inactive means no such curve, though single readings can be large or run the other way;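 further: plate controls were no enzyme wells and a reference inhibitor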
Target sequence (P00352 whole entry, looked up): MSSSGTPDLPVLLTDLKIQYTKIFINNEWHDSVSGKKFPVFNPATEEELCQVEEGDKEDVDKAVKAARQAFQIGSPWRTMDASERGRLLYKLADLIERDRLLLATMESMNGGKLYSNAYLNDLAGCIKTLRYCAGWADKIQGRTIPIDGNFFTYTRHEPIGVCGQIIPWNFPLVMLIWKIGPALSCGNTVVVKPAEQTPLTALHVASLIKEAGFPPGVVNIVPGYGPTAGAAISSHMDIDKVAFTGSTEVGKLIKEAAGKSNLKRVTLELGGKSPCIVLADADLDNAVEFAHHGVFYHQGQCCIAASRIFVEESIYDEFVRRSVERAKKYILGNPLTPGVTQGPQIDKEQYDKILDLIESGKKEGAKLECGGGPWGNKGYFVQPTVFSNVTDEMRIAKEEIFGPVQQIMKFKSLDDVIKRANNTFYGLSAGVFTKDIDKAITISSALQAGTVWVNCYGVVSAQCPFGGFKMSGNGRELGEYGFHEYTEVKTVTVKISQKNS
GoLoco inh red: inhibitors of human Gai1-RGS12 GoLoco interaction (red fluorophore); P63096; Gai1:RGS12 GoLoco peptide FP, rhodamine, 10 min; Potency, µM (doses to about 61.6 µM), inactives show at the highest dose activity, negative = inhibition, most hits filed as inhibitors; hit rate 0.44% among 230,000; active means well fitted inhibition curve with a large enough effect, not every such curve was filed as active; inactive means no such curve, though single readings can be large or run the other way; further: on the % scale 0 is the no-effect control and ±100 the full control effect; nearly all actives have a fitted effect of over 30% in size; many of its hits are not listed in these tables
SMN2 splice up: increases expression of the SMN2 splice variant; HEK293 SMN2-luciferase splicing reporter, luminescence, 30-36 h; Potency, µM (titrated, usually from 46.1 µM), for the others: at the highest dose activity change, positive = activation, most hits filed as activators; hit rate 2.8% among 210,000; AID 1458; further: % of control where 0% means no effect; nearly all actives have a fitted effect of over 55% in size
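HEK293 cells carry an SMN2 […]–luciferase reporter in which exon 7 inclusion puts luciferase in frame. Cells were plated 10-12 h before compound addition, then incubated 30-36 h at 37C. ONE-Glo luminescence was read; sodium butyrate at 4.5 mM final served as control.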
TRb SRC2 PPI: disrupts binding of human TR beta to SRC2. TRbeta-SRC2 peptide binding, fluorescence polarization; receptor liganded with 1 µM T3. Potency, µM (series often up to 106 µM), inactives show at the highest dose activity change, negative = inhibition, actives largely listed as inhibitors. AID 1469. hit rate 0.065% among 280,000. P10828;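 further: plate controls were bound peptide for no effect and peptide without receptor for full effect; nearly all actives have a fitted effect of over 50% in size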
Target sequence (P10828 whole entry, looked up): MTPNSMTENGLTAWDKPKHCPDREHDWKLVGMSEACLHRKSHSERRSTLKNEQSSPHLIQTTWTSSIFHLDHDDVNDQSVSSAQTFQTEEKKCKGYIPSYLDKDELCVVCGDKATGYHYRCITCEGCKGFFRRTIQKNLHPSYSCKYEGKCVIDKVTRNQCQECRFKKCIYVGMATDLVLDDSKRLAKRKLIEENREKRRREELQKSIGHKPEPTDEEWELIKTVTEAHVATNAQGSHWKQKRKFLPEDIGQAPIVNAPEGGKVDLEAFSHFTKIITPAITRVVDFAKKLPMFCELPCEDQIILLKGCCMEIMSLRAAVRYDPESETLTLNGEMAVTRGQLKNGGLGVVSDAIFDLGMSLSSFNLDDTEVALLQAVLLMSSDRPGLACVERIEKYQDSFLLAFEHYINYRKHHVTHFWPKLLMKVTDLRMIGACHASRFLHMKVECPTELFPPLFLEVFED
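Polarization signal, normalized between peptide-alone and full complex controls, measured compound effects on T3-liganded human TRb LBD (0.6 uM) binding 20 nM Texas Red SRC2 peptide after 5 hr.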
JMJD2E inh: inhibitors of human JMJD2E histone demethylase | JMJD2E catalytic domain, FDH-coupled NADH fluorescence (FDH is formaldehyde dehydrogenase) | B2RXH2 | Potency, µM (series often up to 57.1 µM), for inactives: at the top dose activity change, negative = inhibition, actives largely listed as inhibitors | hit rate 1.6% among 230,000; active means well fitted inhibition curve with a large enough effect, not every such curve was filed as active; inconclusive means small, poorly fitted or top-dose-only effect, or another doubt; inactive means no such curve, though single readings can be large or run the other way;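 further: 0% = wells with enzyme and -100% = buffer wells without enzyme; nearly all actives have a fitted effect of over 50% in size; many of its hits are not listed in these tables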
RECQ1 inh: inhibitors of human RECQ1 DNA helicase. hit rate 0.54% among 240,000. RECQ1 DNA unwinding, red fluorescence kinetic read. AID 2549. Potency, µM (titrated, usually from 57.3 µM), without a hit: at the top dose activity, negative = inhibition, hits mostly inhibitors. P46063;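 further: plate controls were vehicle for no effect and no enzyme for full effect; nearly all actives have a fitted effect of over 30% in size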
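RECQ1T1 50 nM; forked duplex (20 bp + 30-nt ss tails) 200 nM, ATP 2 mM final; pH 8.0, 2 mM MgCl2, 2.5 ug/ml poly(dI-dC); 15 min compound preincubation; discontinuous kinetic read over 2 h at RT.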
TexasRed fluor: Texas Red fluorescence interference in TRb-SRC2 counter-screen; TRb/SRC2 Texas Red total fluorescence interference; Potency, µM (top dose mostly 106 µM), inactives show top-dose fluorescence change, negative = quenching; hit rate 0.29% among 280,000; AID 1479; active means well fitted curve in either direction with a large enough effect; inconclusive means small, poorly fitted or top-dose-only effect; further: on the % scale 0 is the no-effect control and ±100 the full control effect
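Flags fluorescent or light-absorbing compounds by total fluorescence, S + 2P, at 555 nm excitation and 632 nm emission. Mixture: 20 nM Texas Red SRC2 peptide, 0.6 uM human TRb LBD, 1 uM T3, 5% DMSO; compound exposure 5 h at ambient temperature.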
LMNA splice mod: LMNA splicing modulation; Potency, µM (doses to about 46.1 µM), inactives show at the highest dose ratio change, negative = inhibition, hits mostly inhibitors; HeLa LMNA splicing GFP/RFP minigene ratio, 48 h; hit rate 0.01% among 200,000; active means well fitted inhibition curve with a large enough effect in the signal ratio, with a control signal flat, not every such curve was filed as active; inconclusive means small, poorly fitted or top-dose-only effect, or effect the other way, or a change in a side signal; the % refers to the signal ratio; further: on the % scale 0 is the no-effect control and ±100 the full control effect
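S3 HeLa cells stably expressing lamin A-EGFP splicing minigene plus DsRed2, 600 cells/well, 48 h compound exposure at 37C. Laser-scanning cytometry; analysed as GFP (500-530 nm)/RFP (575-640 nm) total intensity ratio; 0.5% DMSO vehicle.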
* = called active by the depositor; i = inactive; ? = inconclusive; . = no result given; & = joins results of further samples; [ ] = dose if it differs, or a comment. Unless noted, the call rests on the fitted dose curve; in most records, active means well fitted curve in the direction sought with a large enough effect; inconclusive means small, poorly fitted or top-dose-only effect, or another doubt; inactive means no such curve, though single readings can be large; an effect the other way counts as inactive or inconclusive. Potency means the concentration at half of the fitted maximal effect. An excerpt. The share of hits here may be higher or lower than overall.

SMILES	ALDH1A1 inh	GoLoco inh red	SMN2 splice up	TRb SRC2 PPI	JMJD2E inh	RECQ1 inh	TexasRed fluor	LMNA splice mod
Cc1cccc(-n2c(SCC(=O)Nc3nonc3C)nnc2-c2ccoc2C)c1	?	-3%	10%	7%	-1%	-1%	4%	7%
O=C(c1ccccc1)N1CCN(C2CC(=O)N(CCc3ccccc3)C2=O)CC1 (configuration not stated)	?	13%	-2%	-4%	7%	-13%	-5%	19%
COC(=O)Cn1c(=NC(=O)CSCC(=O)NC2CCCCC2)sc2cc(OC)ccc21	-6%	2%	0%	-1%	?	-5%	1%	1%
CCN(C(=O)C1CCCN1S(=O)(=O)c1cccc2nsnc12)c1ccccc1 (configuration not stated)	.	-8%	.	-2%	-16%	-1%	-1%	.
CC(C)CCNC(=O)CN(Cc1cccs1)C(=O)CCC(=O)Nc1nccs1	-10%	2%	1%	8%	-6%	-1%	-4%	-1%
Cc1ccc(-n2nnnc2C(=Cc2ccc(N(C)C)cc2)c2nnnn2-c2ccc(C)cc2)cc1	-10%	7%	-22%	-3%	?	-9%	-1%	7%
COc1ccccc1NS(=O)(=O)c1ccc(N/N=C/c2ccccc2OCC(=O)O)c([N+](=O)[O-])c1	-14%	4%	.	3%	-9%	-23%	-16%	.
N/C(CN1CCCC1=O)=N\OC(=O)c1ccc(Cl)c(Cl)c1	6%	8%	9%	-1%	9%	-2%	-2%	-16%
COc1ccc(NC(=O)C2CC2)cc1NS(=O)(=O)c1ccc(F)cc1	10%	18%	15%	-19%	-2%	-15%	-2%	0%
Cc1ccc(OCCN2C(=O)C(=O)c3cccc(C)c32)cc1	0.2µM*	5%	-4%	2%	14%	0%	-4%	?
COc1ccc(/C=C2\SC(=S)NC2=O)cc1OS(=O)(=O)c1ccc(NC(C)=O)cc1	0.71µM*	6%	18%	11%	-3%	7%	-13%	.
CCOC(=O)c1oc2ccccc2c1NC(=O)COC	-2%	4%	10%	-23%	?	-13%	0%	-10%
COC(=O)C1=C(C)N(c2ccc(OC)c(OC)c2)C(=O)/C1=C\c1cccs1	-9%	15%	8%	-4%	9%	i	-1%	.
CC(C)c1[nH]nc2c1C(c1cccc(OC(=O)N3CCOCC3)c1)C(C#N)=C(N)O2 (configuration not stated)	22µM*	131%[activator]	19%	-22%	-26%	i	1%	8%
CCOC(=O)c1c(N2C(=O)Nc3ccccc3N2O)sc2c1CCCC2	5%	1%	-4%[1.84 µM]	-1%	-3%	6%	-1%	?
N#C/C(=C\c1ccc(O)c(O)c1)C(=O)OCCc1cccs1	-11%	0%	.	7%	22µM*	28µM*	-4%	.
CCCN1C(=O)c2ccccc2NC1c1cc(OC)c(OC)c(OC)c1 (configuration not stated)	?	-5%	4%	-1%	?	0%	3%	-4%
Cc1cccc(N2C(=O)CC(c3ccc(F)cc3)C3=C2COC3=O)c1 (configuration not stated)	6%	-3%	-1%	3%&-7%	3%	0%	-5%&-2%	3%[9.22 µM]
CCn1c(=O)c2cc(C(=O)Nc3ccccc3OC)sc2c2ccccc21	.	7%	.	-3%	.	-6%	-2%	.
CCC(=O)Nc1cccc(C2=NOC3(C2)C[C@@H](C(N)=O)N(C(=O)c2cc([N+](=O)[O-])cc([N+](=O)[O-])c2)C3)c1 (some centres not stated)	.	0%	.	-5%	-2%	i	0%	.

Reprinted from the part before: 2 entries, then new ones.
SMILES	ALDH1A1 inh	GoLoco inh red	SMN2 splice up	TRb SRC2 PPI	JMJD2E inh	RECQ1 inh	TexasRed fluor	LMNA splice mod
CCn1c(=O)c2cc(C(=O)Nc3ccccc3OC)sc2c2ccccc21	.	7%	.	-3%	.	-6%	-2%	.
CCC(=O)Nc1cccc(C2=NOC3(C2)C[C@@H](C(N)=O)N(C(=O)c2cc([N+](=O)[O-])cc([N+](=O)[O-])c2)C3)c1 (some centres not stated)	.	0%	.	-5%	-2%	i	0%	.
C=CCNC(=S)NCc1ccccc1OC	-1%	0%	0%	-1%	-2%	i	-3%	.
CCOc1ccc(N2C(=O)CN(O)C=C3N=c4ccccc4=C32)cc1	10µM*	20%	-14%	3%	3%	2%	-1%	.
Cc1c(C(=O)c2ccc(Cl)cc2Cl)cnc2cc3c(cc12)OCO3	-1%	-6%	-74%[inhibitor]	6%	-3%	-9%	0%	?
CCN1CCN(C(=S)c2ccc(-c3ccccc3)cc2)CC1	-12%	9%	-38%[inhibitor]	-3%	-6%	-4%	0%	.
CC(C)C(C)(C#N)NC(=O)CSc1nc(C2CCCCC2)n(-c2ccccc2)n1 (configuration not stated)	-2%	-2%	-23%	6%[53 µM]	-8%	-14%	-1%[53 µM]	0%
CC(C)CCNC(=O)c1cnn2c(C(F)(F)F)cc(-c3ccco3)nc12	?	40%[activator]	9%	8%	?	-5%	0%	4%
CC(/C=C/c1ccco1)=N\NC(=O)C(O)c1ccccc1 (configuration not stated)	-6%	5%	10%	1%	-6%	-1%	-1%	2%
O=C(NC(=S)N1CCN(Cc2ccc3c(c2)OCO3)CC1)c1cccc(Br)c1	?	0%	5%	-12%	11%	-6%	1%	?
Cc1cc2c(c(=O)o1)[C@H](O)[C@H]1O[C@@H]1C2=O	-9%[13.5 µM]	.	.	0%[11.2 µM]	.	i[11.5 µM]	0%[11.2 µM]	.
N/C(=N\OC(=O)c1cc([N+](=O)[O-])ccc1Cl)c1cccnc1	.	7%	.	1%	-1%	i	-2%	.
Cc1ccc(/S(C)=N/S(=O)(=O)c2ccc(C)cc2)cc1 (configuration not stated)	-7%	15%	-11%	-2%	6%	-13%	0%	-3%
O=C(NCc1ccco1)Nc1ccc2snnc2c1	?	7%	9%	4%	-8%	-10%	-1%	9%
COC(=O)C1=C(C)N(CCc2ccc(OC)cc2)C(=O)C1	10µM*	15%	-1%	12%	2%	-3%	-1%	-4%
CSc1nc(C)c2c(n1)OC(CN1C(=O)c3ccccc3C1=O)C2 (configuration not stated)	0%	6%	16%	-1%	-13%	i	1%	10%
Cn1cccc1C(=O)N1CCC2(CCN(Cc3ccncc3)CC2)CC1	12%	7%	-2%	.	.	i	.	.
NC(=O)CSc1nnc(-c2cccs2)n1Cc1ccco1	.	0%	.	-10%	4%	0%	-1%	.
O=C(COc1ccccc1[N+](=O)[O-])N/N=C/c1ccc(O)cc1	-6%	5%	?	7%	10%	-5%	-1%	-2%
CC(=O)c1c(C)[nH]c(C(=O)N2CCCCCC2)c1C	-6%	15%	-7%	-4%	-1%	i	1%	12%[0.0737 µM]
O=C(c1ccc2c(c1)OCCCO2)c1cccs1	-13%	12%	13µM*	-4%	7%	i	2%	12%
Cc1cc(Br)ccc1OCCNCc1ccccc1	-7%	-2%	1%	4%	?	-9%	-1%	-13%[46 µM]
Nc1ccc(Oc2c(Cl)cccc2Cl)nc1	.	19%	.	-6%	2%	-10%	-6%	.
O=C1c2ccccc2C(=O)N1CCc1nc(-c2cccnc2)no1	-8%	0%	.	-5%	-3%	i	1%	-13%
CCc1nnc(NC(=O)c2ccc(OCc3c(C)noc3C)c(OC)c2)s1	8%	-11%	8%	3%	-6%	i	2%	-8%[46 µM]
COc1ccc(CS(=O)/C(Cl)=C(/Cl)C(=O)Nc2ccc(OC)nc2)cc1 (configuration not stated)	8.9µM*	-6%	-115%[inhibitor]	0%	-6%	-4%	-1%	.
CSc1nc2ccc(NC(=O)c3ccc(=O)n(C)n3)cc2s1	-6%	7%	-17%	2%	-4%	2%	-1%	?
Cc1oc(C(C)(C)C)cc1C(N)=O	-4%	-2%	.	-10%	7%	-7%	0%	.
COc1ccc(-n2cc(CNCCCn3ccnc3)c(-c3ccccc3Cl)n2)cc1	?	2%	.	3%	11%	-2%	-1%	?
C=CCNC(=O)CN1CCC(NC(=O)c2ccco2)CC1	-8%	11%	-7%	-3%	-5%	i	1%	.
CCOC(=O)C1CCN(C(=S)Nc2ccccc2)CC1	-1%	-1%	.	-2%	-10%	-8%	0%	.
CN1CCN(C(=O)c2sc(=S)n(-c3ccccc3)c2N)CC1	3.2µM*	-2%	-2%	4%	1%	-12%	1%	-13%
O=C(/C=C/c1ccc(Br)cc1)NCc1cccs1	-3%	-1%	-13%	-6%	0%	-3%	3%	?
Cc1ccc(/C=N/NC(=O)c2ccc3nc[nH]c3c2)o1	?	-19%	.	-5%	7%	2%	-1%	.
Cc1ccc2c(c1)C(c1ccccc1)N(C(=O)c1ccc(Br)o1)CC(=O)N2 (configuration not stated)	-16%	18%	12%	10%	-7%	-13%	1%	6%

Looked up by compound from the entries so far:
SMILES	ALDH1A1 inh	GoLoco inh red	SMN2 splice up	TRb SRC2 PPI	JMJD2E inh	RECQ1 inh	TexasRed fluor	LMNA splice mod
Cc1ccc(/C=N/NC(=O)c2ccc3nc[nH]c3c2)o1	?	-19%	.	-5%	7%	2%	-1%	.
O=C(/C=C/c1ccc(Br)cc1)NCc1cccs1	-3%	-1%	-13%	-6%	0%	-3%	3%	?
Cc1oc(C(C)(C)C)cc1C(N)=O	-4%	-2%	.	-10%	7%	-7%	0%	.
CSc1nc2ccc(NC(=O)c3ccc(=O)n(C)n3)cc2s1	-6%	7%	-17%	2%	-4%	2%	-1%	?
CCc1nnc(NC(=O)c2ccc(OCc3c(C)noc3C)c(OC)c2)s1	8%	-11%	8%	3%	-6%	i	2%	-8%[46 µM]
Nc1ccc(Oc2c(Cl)cccc2Cl)nc1	.	19%	.	-6%	2%	-10%	-6%	.

Compound activity deposited in PubChem by National Center for Advancing Translational Sciences (NCATS).
